Screening results as filed in PubChem.
ALOX12 inh = ALOX12 (human) lipoxygenase inhibition. Potency, µM (highest dose often 108 µM), for the others: at the highest dose activity change, negative = inhibition, actives largely listed as inhibitors. 1.1% of 580,000 active. purified 12hLO, xylenol orange hydroperoxide absorbance; active = well fitted inhibition curve with a large enough effect; inconclusive = small, poorly fitted or top-dose-only effect, or another doubt; inactive = no such curve, though single readings can be large or run the other way
Target sequence (P18054 whole entry, looked up): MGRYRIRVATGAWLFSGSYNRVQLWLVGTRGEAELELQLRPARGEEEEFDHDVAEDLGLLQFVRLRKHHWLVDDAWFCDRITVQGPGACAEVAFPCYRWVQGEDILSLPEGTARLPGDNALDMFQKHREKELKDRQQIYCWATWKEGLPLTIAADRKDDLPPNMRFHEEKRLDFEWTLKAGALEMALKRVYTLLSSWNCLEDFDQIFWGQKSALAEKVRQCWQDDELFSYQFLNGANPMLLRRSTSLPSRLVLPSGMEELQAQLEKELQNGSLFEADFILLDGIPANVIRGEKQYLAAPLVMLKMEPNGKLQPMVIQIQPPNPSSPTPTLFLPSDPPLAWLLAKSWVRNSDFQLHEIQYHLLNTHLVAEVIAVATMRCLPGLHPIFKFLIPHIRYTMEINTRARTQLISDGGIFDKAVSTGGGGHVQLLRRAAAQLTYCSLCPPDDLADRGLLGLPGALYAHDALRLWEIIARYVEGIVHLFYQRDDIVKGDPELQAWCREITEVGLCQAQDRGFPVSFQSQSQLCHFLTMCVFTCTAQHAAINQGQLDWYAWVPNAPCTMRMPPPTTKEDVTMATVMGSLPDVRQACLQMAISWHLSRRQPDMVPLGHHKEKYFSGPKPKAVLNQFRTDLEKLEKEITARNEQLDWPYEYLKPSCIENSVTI
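Purified human 12hLO at 150 nM in 25 mM Hepes, 0.01% Triton X-100, pH 7.0, preincubated 15 min at room temperature with compound. Reaction started with 40 uM arachidonic acid, 30 min at room temperature. Hydroperoxide measured by Fe-xylenol orange, 573/405 nm absorbance ratio.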
Active calls of the source: *; ? = inconclusive; [ ] = remark or other dose. % is set by controls: 0 for no effect and ±100 for the full control effect; potency is the fitted concentration of half-maximal effect. The list is partial (hit frequency here may not be typical).

no. | SMILES | ALOX12 inh
1 | CCC(=O)N1N=C(c2cc(Cl)ccc2Cl)CC1c1ccc2nccnc2c1 (stereo not drawn) | ?
2 | CC(C)c1nc(C#N)c(N2CCN(c3ccccc3)CC2)o1 | 4%
3 | Cc1ccc(OCC(=O)Nc2ccc3oc(-c4ccccc4)nc3c2)c(C)c1 | ?
4 | CN(C)Cc1nc(SCC(=O)Nc2ccc(I)cc2)c2ccccc2n1 | -28%
5 | Cc1nn(C)c(C)c1CCN(C)C(=O)[C@H]1CN(Cc2ccccc2)C[C@H]1C(=O)O | 4%
6 | CCCCN(C)C(=O)C1CCN(Cc2ccccc2)CC1 | ?
7 | COc1cccc(C2(CC(=O)N3CCC(c4nc5ccc(F)cc5[nH]4)CC3)CC(=O)N(C)C2=O)c1 (stereo not drawn) | -6%
8 | O=C(c1ccc(F)cc1)N1Cc2[nH]cnc2C[C@H]1c1nc(-c2ccc(Cl)cc2)no1 | 24%[176 µM]
9 | Cc1ccc(NC(=O)N2CCC(CCNC(=O)CCCc3ccccc3)CC2)cc1F | 13%
10 | CCOc1ccc(C2NC(=O)N(CC(=O)N(CC)CC)C3=C2C(=O)OC3)cc1 (stereo not drawn) | 23%
11 | COc1ccc(CNC(=O)CC2Sc3ccccc3NC2=O)cc1OC (stereo not drawn) | ?
12 | CC1CCN(C(=O)C(C)n2cnc3c2c(=O)n(C)c(=O)n3C)CC1 (stereo not drawn) | 17%
13 | O=C([C@@H]1C[C@H](Oc2ccccc2)CN1C(=O)C1CCC1)N1CCOCC1 | 44%[activator]
14 | Cc1noc2c(NCCN3CCOCC3)cc(-c3cccc(C(F)(F)F)c3)nc12 | ?
15 | CC(C)c1cc(C(=O)N(C)c2ccccc2)c2ccccc2n1 | 0%
16 | COc1ccc2nc3n(c2c1)[C@@H](CNC1CCCCC1)COC3 | 70%[activator][176 µM]
17 | Cc1cccc(OCCc2noc(C3CCNC3)n2)c1 (stereo not drawn) | 28%
18 | CC(=O)CC(=O)Nc1ccccc1C#N | -16%
19 | CCNc1c(NC(=O)c2cccc(OC)c2)c(=O)oc2ccccc12 | -4%
20 | c1ccc2c(NC(C3CC3)C3CC3)nc(-c3ccncc3)nc2c1 | 11%
21 | CN(C)S(=O)(=O)c1ccc(NC(=O)COc2ccc3cc(Br)ccc3c2)cc1 | 0%
22 | Cc1ccc(-c2nnc([C@H]3CCN(Cc4ccc(CO)o4)C3)o2)cc1 | -21%[176 µM]
23 | Cc1cccc2c(=O)c(-c3ccccc3)c(NC(=O)c3ccccc3)oc12 | -21%
24 | CCOc1cc(C2Nc3ccc(C)cc3[C@H]3OCCC[C@@H]23)cc(Br)c1O (stereo partly drawn) | ?
25 | Cc1ccc(C(=O)N2CCn3c(nn(-c4ccc(F)cc4F)c3=O)C2)cc1 | 17%
26 | Cn1c(=O)cnc2cnc(OCc3ccccc3)nc21 | ?
27 | O=C1CC(c2ccccc2)N(C(=O)CNC(=O)c2cc3ccccc3[nH]2)CCCCCN1 (stereo not drawn) | -9%
28 | O=C(Cc1cccc(F)c1)N1CCC(n2cc(-c3nc(-c4ccccc4)no3)nn2)C1 (stereo not drawn) | 25%
29 | Cc1ncc2c(c1CNC(=O)CN1CCCCC1)CCN(C(=O)c1ccc(F)cc1Cl)C2 | 4%
30 | CC(c1ccc(S(N)(=O)=O)cc1)N(C)C(=O)CCc1ncc(-c2ccc(Cl)cc2)o1 (stereo not drawn) | -2%

Down the list, from the results shown.
ALOX12 inh, entries 5 to 16 → 4%, ?, -6%, 24%[176 µM], 13%, 23%, ?, 17%, 44%[activator], ?, 0%, 70%[activator][176 µM]

Additional compounds follow.
no. | SMILES | ALOX12 inh
31 | COc1ccc(CN2CCOc3c(cc(-c4ccc(OC)nn4)cc3OC)C2)c(O)c1 | 5%
32 | Cc1ccccc1-n1c(=O)c2sccc2n(CC(=O)NC(C)C)c1=O | 34%[activator]
33 | N#CCCN1CCN(C(=O)c2cn3ccnc(-c4ccc(F)cc4)c3n2)CC1 | 76%[activator]
34 | COc1ccc(S(=O)(=O)N2CCN(Cc3ccc(C(F)(F)F)cc3)CC2)cc1OC | ?
35 | COc1ccc(C2CC(=O)C(c3ccc(C)cc3)=CN2Cc2ccccc2)cc1 (stereo not drawn) | -5%
36 | Cc1cc(/C=C(/C#N)c2ccccn2)c(C)n1C1CC1 | 11µM*
37 | O=C(c1ccc2c(c1)OCO2)N1CC(Oc2ccc(F)c(F)c2)C1 | 7%[6.33 µM]
38 | CC(C)(C)C(=O)NCCc1noc(C2CC2)n1 | 54%[activator]
39 | NC(=O)Cc1csc(NC(=O)CCc2ncc(-c3ccc(F)cc3)o2)n1 | 37%[activator]
40 | O=C(Cc1c[nH]c2ccccc12)OCc1ccc(Cl)c(Cl)c1 | -22%
41 | COc1ccc(C(=O)OCc2ccccc2C#N)c(OC)c1 | -1%
42 | O=C(O)C1CC2(CCN(C(=O)c3ccc4c(c3)OCCO4)CC2)CN1 (stereo not drawn) | 27%
43 | O=C1c2ccccc2S(=O)(=O)N1Cc1nc(-c2cc(Cl)ccc2Cl)cs1 | -19%
44 | COc1ccc(-c2coc3cc(OCC(=O)Nc4ccccc4Cl)ccc3c2=O)cc1 | -2%
45 | O=C(c1ccc2c(c1)CCCO2)N1CCCn2nc(C(O)C3CCC3)cc2C1 (stereo not drawn) | 18%
46 | Cc1ccc(C(=O)NCc2nnc3ccc(-c4ccccc4)nn23)s1 | 5%
47 | COc1ccccc1C(=O)NCC1Cn2cccc2C(=O)N1Cc1ccccc1 (stereo not drawn) | 5%
48 | CCc1nc(-c2c3n(c(=O)n(Cc4cc(F)ccc4F)c2=O)CCCC3)no1 | 16%
49 | CC(Cn1cccn1)C(=O)N1CCC(CCC(=O)Nc2ccc3c(c2)OCCO3)CC1 (stereo not drawn) | -28%
50 | CCN1c2cc(C(=O)NCc3cc(OC)ccc3OC)ccc2C(=O)N2CCCCC21 (stereo not drawn) | 17%
51 | CN(C(=O)Cc1cccc(Cl)c1)C1CCc2ccccc21 (stereo not drawn) | -13%[176 µM]
52 | Cc1cccc(OCC2CCCN(c3ncncn3)C2)c1 (stereo not drawn) | 32%
53 | CN(C)c1ccc(CCNC(=O)[C@H]2CNC[C@H](C(=O)N3CCCC3)C2)cc1 | 33%[activator]
54 | O=C(NC1C2CC3CC(C2)CC1C3)c1cccc(I)c1 (stereo not drawn) | -9%
55 | COc1ccc(-c2onc(C)c2C(=O)NCc2ccc3c(c2)OCO3)cc1 | 14%
56 | Cc1ccc(NC2CCCN(C(=O)CN3CC(=O)NC3=O)C2)cc1C (stereo not drawn) | 13%
57 | CCOc1ccc(NC(=O)C2CCN(S(=O)(=O)Cc3ccc(F)cc3)CC2)cc1 | -2%
58 | CCOc1cc(C2C3=C(CCCC3=O)OC3=C2C(=O)CCC3)ccc1OCC(=O)O | -19%
59 | CCCCCCCNS(=O)(=O)c1ccc(OC)c2ncccc12 | 16%
60 | CC(C)(C)c1ccccc1NC(=O)c1ccc(N2CCCCS2(=O)=O)cc1Cl | -26%
61 | CCCn1c(=O)n(CC(=O)Nc2c(C)cccc2C)c(=O)c2c1nc(C)n2CCOC | 16%
62 | O=C1NC(=NC2CCCCC2)C2(CCCN(Cc3cccnc3)C2)N1c1cc(F)cc(F)c1 (stereo not drawn) | 8%[6.33 µM]
63 | CC(=O)N1CCN(Cc2nc3c(n2Cc2ccccc2)C(=O)N(Cc2cccc(Cl)c2)CCN3)CC1 | -3%
64 | Cc1cccc(Nc2ccccc2C(=O)NCc2cccs2)c1C | ?
65 | O=C(c1ccc(C#Cc2ccccc2)cc1)N1CCN(C/C=C/c2ccccc2)CC1 | 33%[activator]
66 | CC(C)NC(=O)C1C(c2ccc(C(F)(F)F)cc2)=Nc2ccccc2N1C(=O)c1cccc2ccccc12 (stereo not drawn) | 0%
67 | COC(=O)C1=C(C)N(C)C(=NCc2ccccc2)NC1c1cccc(Cl)c1 (stereo not drawn) | -17%
68 | CC(C)C(=O)Nc1ccc(C2(C(=O)NCc3ccccn3)CCC2)cc1 | 17%
69 | CCOc1ccccc1C(=O)N1CC[C@@H]2CN(S(C)(=O)=O)[C@@H]2C1 | 31%[activator]
70 | CSc1cccc(NC(=O)N[C@H]2CCN(C(=O)c3cnccn3)[C@@H]2C(=O)N[C@@H](Cc2cccs2)C(N)=O)c1 | 11%
71 | O=Cc1cccn1-c1ccc(Cl)cc1Cl | 23%
72 | O=C(Cn1nc2c(cc1=O)CCCCC2)NCC1(Cc2nnc3ccccn23)CCCCC1 | 106%[activator]
73 | Cc1ccc(-n2c(SCc3cccc(C#N)c3)nnc2N2CCCC2)cc1 | -18%
74 | Cc1ccc2cc(/C=C/C(=O)NC3CCCCC3)oc2c1 | -7%
75 | CC(=O)C1=C(C)OC(=O)C1(NC(=O)c1ccc(C)cc1)C(F)(F)F (stereo not drawn) | ?
76 | CC(C)(C)c1ccc(C2CCCN2CC(=O)N2CCCCC2)cc1 (stereo not drawn) | 8%
77 | COc1ccc(-c2[nH]nc3ncc(-c4cccnc4)nc23)c(C)c1 | -3%[176 µM]
78 | COCC(=O)Nc1nc2c(s1)C[C@@H]1[C@](C)(CO)[C@H](O)CC[C@@]1(C)[C@@H]2CC(=O)NCc1ccccc1 | -12%
79 | CCN(CC)c1nc2c(c(=O)n(C)c(=O)n2C)n1CC(O)COc1ccccc1 (stereo not drawn) | 8%
80 | CCOCCOC1CCN(C(=O)Nc2ccccc2)CC1 | 42%[activator]
81 | NC(=O)c1ccc(NC(=O)Cn2ccc3c(Cl)cccc32)cc1 | -46%
82 | O=C(Nc1nccs1)c1cc(-c2ccc(F)cc2)nc2ccccc12 | ?
83 | COc1ccc(OC)c(NC(=O)C2(CCO)CCN(c3ncccn3)C2)c1 (stereo not drawn) | 47%[activator]
84 | COc1cccc2cc(-c3cc(=O)oc4c(C)c(C)ccc34)oc12 | -23%
85 | CN(C)C[C@@H]1CN(S(C)(=O)=O)C[C@H]1NC(=O)c1ccccc1C(F)(F)F | ?
86 | C=C(C)Cn1c(Br)nc2c1c(=O)n(C)c(=O)n2C | -1%
87 | Cc1nn(CCc2nc(-c3ccccc3)cs2)c2[nH]c(=O)cc(C(F)(F)F)c12 | 7.1µM*
88 | O=c1cc(-c2ccccc2Cl)oc2ccc(Br)cc12 | ?
89 | CCn1nc(CNC(=O)C2CCC(=O)N(C3CCCC3)C2)c2ccccc21 (stereo not drawn) | 60%[activator]
90 | CCc1noc(-c2cn(C3CCN(C(=O)c4cccs4)CC3)nn2)n1 | 29%

(cont.)
no. | SMILES | ALOX12 inh
91 | CC(C)CNC(=O)C1C(=O)Nc2ccccc2C(=O)N1C1CCCCC1 (stereo not drawn) | 1%
92 | Cc1cnc(C(=O)NC2C[C@H]3CC[C@@H](C2)N3C(=O)c2ccccc2)cn1 (stereo partly drawn) | 73%[activator]
93 | COc1ccc(-c2nc(C(C)C)nc3c2CCN(C(=O)c2ccc(F)cc2)CC3)cc1 | 6%
94 | COCC1CN(C(C)=O)CC12CCN(Cc1cc(OC)cc(OC)c1)CC2 (stereo not drawn) | 8%
95 | CC(OC(=O)c1ccc2ncsc2c1)C(=O)N1CCCC1 (stereo not drawn) | 376%[activator]
96 | Cc1ccc(S(=O)(=O)N2CCCC(CCC(=O)O)C2)cc1 (stereo not drawn) | -8%
97 | CCNC(=O)N(C1CC1)C1CCOC2(CCN(C(=O)COc3ccc(F)cc3)CC2)C1 (stereo not drawn) | 11%
98 | O=C(Cc1cccc(Cl)c1)N1CCC(Oc2ncccc2C(=O)N2CCCCC2)C1 (stereo not drawn) | 33%
99 | C#CCNC(=O)C[C@H]1C[C@@]2(C(=O)OC)C(=C[C@H](C(C)(C)C)O[C@@H]2C)N(Cc2ccc3c(c2)OCO3)C1=O | -11%
100 | COCC(=O)N1CCC(OC2CCN(Cc3cccnc3)CC2)CC1 | 28%
101 | COc1ccc([C@@H](NC(=O)c2sc(C)nc2C)C2CC(O)C2)cn1 (stereo partly drawn) | 4%
102 | Cc1noc(C)c1CN1CCc2ncc(C(=O)Nc3ccccc3)n2CC1 | 15%[176 µM]
103 | CC(C)NC(=O)N1CCC(c2noc(-c3ccncc3)n2)C1 (stereo not drawn) | 42%[activator]
104 | COC(=O)CN1C(=O)N(CCc2ccccc2)C2(CCN(Cc3ccc4c(c3)CCO4)CC2)C1=O | 45%
105 | Cc1ccc2c(n1)N(C)[C@H](CO)CCN(C1Cc3ccccc3C1)C2 | -20%[176 µM]
106 | O=C(NCCN1CCOC1=O)c1cn(Cc2ccccc2C(F)(F)F)nn1 | 34%
107 | CCOc1ccccc1NC(=O)CSc1nnc2c3cc(-c4ccc(Cl)cc4)nn3ccn12 | ?
108 | Cc1ccc(NC(=O)c2ccc3c(c2)C(O)CCCCCN3C)cc1 (stereo not drawn) | 72%[activator]
109 | O=C(N/N=C/c1cccs1)c1cccc(Cl)c1 | 5%
110 | COCCCNC(=O)N1CCCN(S(C)(=O)=O)C(c2ccccc2)CC(=O)NCC1 (stereo not drawn) | 1%
111 | O=C1NC(=O)[C@@H]2CN(C(=O)c3coc(COc4ccc5c(c4)OCO5)n3)C[C@H]12 | 15%
112 | CN1CCC(Oc2ccc(C(=O)N3CCOCC3)cn2)CC1 | 11%
113 | Cc1nc2c(c(N3CCC(O)(CN4CCCC4)CC3)n1)CCNCC2 | 19%
114 | Cc1cc(C)c(NC(=O)COC(=O)c2ccccc2)c(Cl)c1 | 21%
115 | Cc1nn(CN2CCN(S(=O)(=O)c3ccc(C(C)C)cc3)CC2)c(=O)c2ccccc12 | 0%

Given with each value named: 3 of the compounds above.
106: O=C(NCCN1CCOC1=O)c1cn(Cc2ccccc2C(F)(F)F)nn1
  ALOX12 inh: 34%

100: COCC(=O)N1CCC(OC2CCN(Cc3cccnc3)CC2)CC1
  ALOX12 inh: 28%

108: Cc1ccc(NC(=O)c2ccc3c(c2)C(O)CCCCCN3C)cc1 (stereo not drawn)
  ALOX12 inh: 72%[activator]
